TEAD-YAP inh = TEAD-YAP interaction inhibition, primary screen, TEAD-YAP interaction inhibitor project, luminescence, HEK-TIYL cells; TEAD-Gal4/YAP UAS-luciferase luminescence; inhibition, % at 9.12 µM; actives 1.4% (n = 640,000); AID 1259422, 2018; in the data active = inhibition above about 32%;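 also: 0% = median of test compound wells and 100% = reference inhibitor wells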
MITF primary = MITF inhibitors, primary screen, biochemical, AlphaScreen, human. AID 1259374, 2018. actives 0.91% (n = 650,000). Microphthalmia-associated transcription factor (Homo sapiens), O75030. AlphaScreen MITF homodimerization, bead proximity signal. inhibition, % at 2.6 µM; in the data active = inhibition above about 50%;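 also: 0% = vehicle wells with protein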
Target sequence (O75030 whole entry, looked up): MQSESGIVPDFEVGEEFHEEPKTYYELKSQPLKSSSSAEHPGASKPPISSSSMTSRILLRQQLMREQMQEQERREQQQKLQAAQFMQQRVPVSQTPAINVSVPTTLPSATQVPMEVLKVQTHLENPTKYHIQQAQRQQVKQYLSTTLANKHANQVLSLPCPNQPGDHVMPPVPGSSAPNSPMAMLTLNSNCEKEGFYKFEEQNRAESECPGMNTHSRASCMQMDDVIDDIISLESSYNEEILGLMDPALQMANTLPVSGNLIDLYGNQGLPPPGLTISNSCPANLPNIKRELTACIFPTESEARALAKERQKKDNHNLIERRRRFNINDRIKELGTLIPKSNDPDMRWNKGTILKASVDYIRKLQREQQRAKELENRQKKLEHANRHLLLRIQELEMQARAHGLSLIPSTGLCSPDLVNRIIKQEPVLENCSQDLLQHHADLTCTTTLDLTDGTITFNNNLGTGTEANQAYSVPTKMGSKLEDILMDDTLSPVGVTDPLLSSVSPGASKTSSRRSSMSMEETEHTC
FBW7 act = FBW7 E3 ligase activators, primary screen, biochemical, AlphaScreen, human; AlphaScreen FBW7–phospho-cyclin E peptide binding, activator screen; normalized activity (activation), % at 26.1 µM; actives 0.13% (n = 650,000); in the data active = normalized activity above about 1.9%;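 also: purified mutant Fbw7 with reduced substrate affinity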
GPR151 ag = activators of human GPR151, primary screen, cell-based, PathHunter beta-arrestin, luminescence; PathHunter beta-arrestin GPR151 cells; activation, % at 11.2 µM; actives 1% (n = 650,000); in the data active = activation above about 4.9%;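 also: 0% = median of compound wells and 100% = cells with positive control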
Target sequence (Q8TDV0 whole entry, looked up): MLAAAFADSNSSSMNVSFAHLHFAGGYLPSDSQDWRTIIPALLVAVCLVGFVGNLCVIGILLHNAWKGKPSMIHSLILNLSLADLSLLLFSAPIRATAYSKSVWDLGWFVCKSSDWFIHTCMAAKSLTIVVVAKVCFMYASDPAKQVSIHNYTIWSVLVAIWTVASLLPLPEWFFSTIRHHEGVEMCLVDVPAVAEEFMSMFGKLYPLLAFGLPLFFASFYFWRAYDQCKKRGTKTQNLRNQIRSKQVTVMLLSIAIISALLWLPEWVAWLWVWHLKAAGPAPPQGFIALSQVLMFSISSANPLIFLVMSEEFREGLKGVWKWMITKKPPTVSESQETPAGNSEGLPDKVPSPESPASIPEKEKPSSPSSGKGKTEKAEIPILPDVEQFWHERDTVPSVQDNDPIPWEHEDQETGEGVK
Starred values were filed as active, the others as inactive.

SMILES	TEAD-YAP inh	MITF primary	FBW7 act	GPR151 ag
Fc1ccc(C2=CC(c3ccccc3)n3nnnc3N2)cc1 (centres undefined)	-18	-5	-0.1	0.6
COc1ccccc1-n1nc(C(=O)NC2CCCCCC2)c2ccccc2c1=O	-13	2	0.1	2.0
O=C(Nc1nnc(C2CCCCC2)o1)c1ccc(Oc2ccccc2)cc1	5	-3	0.0	0.2
O=C(NCc1ccc(Cl)c(Cl)c1)c1cccnc1SCc1cccc(F)c1	9	2	-0.1	1.5
COCCn1c(-c2ccc(Cl)cc2)nn(CN2CCN(c3ccccn3)CC2)c1=S	-1	-6	-0.1	-0.8
O=C(c1ccc(-c2ccccc2)cc1)N1CCN(C(=O)c2ccccc2F)CC1	-4	10	0.1	-0.9
Cc1cccc(-n2nc3c(c2NC(=O)Cc2ccccc2)CS(=O)(=O)C3)c1C	-4	13	0.5	1.1
O=C(CN1CCN(c2ccc([N+](=O)[O-])cc2)CC1)Nc1ccc(Br)cc1	9	19	0.3	-1.9
O=C(CCc1nnc(CCCCc2ccccc2)o1)NCCn1cccn1	-4	15	0.0	-0.6
c1cc(CNc2ccc3ncc(-c4ccc5c(c4)OCO5)n3n2)ccn1	50*	5	-0.4	-0.2
O=C1NC(c2ccc(C(=O)O)cc2)C(C(=O)c2cccnc2)C(O)(C(F)(F)F)N1 (centres undefined)	0	17	0.4	-0.4
CCCN(CC1CCCO1)C(=O)C1CC(Cc2ccc(F)cc2)=NO1 (centres undefined)	-23	-13	-0.1	-1.0
CCNc1nc(=S)nc(NC(C)C)[nH]1	-6	3	0.0	-0.2
COc1cc(OC)cc(-c2cc(N)n(S(=O)(=O)c3ccc(C)cc3)n2)c1	2	3	-0.2	0.5
O=C(COc1ccc(Cl)cc1)NNC(=O)c1ccccc1Cl	4	8	0.1	-0.5
CN(C)c1ccc(C2CC(=O)C3=C(C2)Nc2ccccc2N(C(=O)CCC(=O)O)C3c2ccccc2)cc1 (centres undefined)	-10	5	0.1	0.9
CCOc1ccc(C2=NC(c3ccc(Cl)cc3)NC(c3ccccc3O)C2)cc1 (centres undefined)	-68	-1	0.0	2.8
CC(C)(C)c1ccc(C2Nc3ccccc3C(=O)N2c2ccc(Br)cc2)cc1 (centres undefined)	-74	38	0.3	0.1
CCN(CC)c1ccc(NC(=O)c2nn(-c3ccc(F)cc3)cc2OC)c(C)c1	1	-3	-0.1	0.6
CCOC(CNC(=S)Nc1cc(C)ccc1C)OCC	0	6	0.1	-0.9
CCOC(=O)C1=CN(c2ccc(OCC)cc2)C=C(C(=O)OCC)C1c1cccc(OCC)c1	0	6	-0.1	0.2
COc1ccc(CCNC(=O)CCn2c(SCC(=O)NCCc3ccc(S(N)(=O)=O)cc3)nc3ccccc3c2=O)cc1OC	4	2	-0.1	0.3
Cc1cc(NS(=O)(=O)c2ccc(NS(=O)(=O)c3ccccc3)cc2)nc(C)n1	12	-10	-0.1	0.0
O=C(N/N=C/C1CC2CCC1C2)C12CC3CC(CC(C3)C1)C2 (centres undefined)	-12	-9	-0.1	0.1
CCOc1ccc(/C=N/NC(=O)c2cn(C)c3ccccc23)cc1	-7	8	0.0	0.9
CCOC(=O)N1CCC(NCc2ccco2)CC1	-1	17	0.6	-0.7
CCOC(=O)N1CCN(C(=O)C(C)Oc2ccc(C(C)(C)C)cc2)CC1 (centres undefined)	1	9	0.5	0.0
CCOc1cccc(C2CC(c3ccc(CC)cc3)=NC(c3ccc(F)c(Br)c3)N2)c1O (centres undefined)	4	6	0.0	-0.2
CC1CCC(=O)C(C2(O)C(=O)Nc3ccccc32)C1 (centres undefined)	8	-6	0.1	0.2
CCOC(=O)c1cccc(NC(=O)CSc2cc(=O)n(C)c3cc(Cl)ccc23)c1	-7	-1	0.0	-0.2
CC/C(C)=N\NC(=O)c1cc2ccccc2cc1O	-17	4	0.1	-1.2
CC1(C)N=C(c2ccc(Cl)cc2)C(=S)N1	-4	1	0.1	0.2
COc1ccc(-n2nnnc2SCc2nc(N)nc(N3CCOCC3)n2)cc1	-11	0	-0.1	0.3
CC1CN(c2nc(-c3ccc(Cl)cc3)c(S(C)(=O)=O)cc2C#N)CC(C)O1 (centres undefined)	-4	3	-0.1	0.9
Cc1ccc2nc(NCc3ccc(F)cc3)c3nnnn3c2c1	-11	-9	0.1	0.2
CO[C@H]1[C@H](NC(=O)CSC)c2ccccc2C12CCN(Cc1ccccc1O)CC2	8	-3	0.0	-0.5

17 of these compounds in a different format:
Values in the order: TEAD-YAP inh | MITF primary | FBW7 act | GPR151 ag
CCOC(CNC(=S)Nc1cc(C)ccc1C)OCC
 : 0 | 6 | 0.1 | -0.9
CCOC(=O)C1=CN(c2ccc(OCC)cc2)C=C(C(=O)OCC)C1c1cccc(OCC)c1
 : 0 | 6 | -0.1 | 0.2
COc1ccc(CCNC(=O)CCn2c(SCC(=O)NCCc3ccc(S(N)(=O)=O)cc3)nc3ccccc3c2=O)cc1OC
 : 4 | 2 | -0.1 | 0.3
Cc1cc(NS(=O)(=O)c2ccc(NS(=O)(=O)c3ccccc3)cc2)nc(C)n1
 : 12 | -10 | -0.1 | 0.0
O=C(N/N=C/C1CC2CCC1C2)C12CC3CC(CC(C3)C1)C2 (centres undefined)
 : -12 | -9 | -0.1 | 0.1
CCOc1ccc(/C=N/NC(=O)c2cn(C)c3ccccc23)cc1
 : -7 | 8 | 0.0 | 0.9
CCOC(=O)N1CCC(NCc2ccco2)CC1
 : -1 | 17 | 0.6 | -0.7
CCOC(=O)N1CCN(C(=O)C(C)Oc2ccc(C(C)(C)C)cc2)CC1 (centres undefined)
 : 1 | 9 | 0.5 | 0.0
CCOc1cccc(C2CC(c3ccc(CC)cc3)=NC(c3ccc(F)c(Br)c3)N2)c1O (centres undefined)
 : 4 | 6 | 0.0 | -0.2
CC1CCC(=O)C(C2(O)C(=O)Nc3ccccc32)C1 (centres undefined)
 : 8 | -6 | 0.1 | 0.2
CCOC(=O)c1cccc(NC(=O)CSc2cc(=O)n(C)c3cc(Cl)ccc23)c1
 : -7 | -1 | 0.0 | -0.2
CC/C(C)=N\NC(=O)c1cc2ccccc2cc1O
 : -17 | 4 | 0.1 | -1.2
CC1(C)N=C(c2ccc(Cl)cc2)C(=S)N1
 : -4 | 1 | 0.1 | 0.2
COc1ccc(-n2nnnc2SCc2nc(N)nc(N3CCOCC3)n2)cc1
 : -11 | 0 | -0.1 | 0.3
CC1CN(c2nc(-c3ccc(Cl)cc3)c(S(C)(=O)=O)cc2C#N)CC(C)O1 (centres undefined)
 : -4 | 3 | -0.1 | 0.9
Cc1ccc2nc(NCc3ccc(F)cc3)c3nnnn3c2c1
 : -11 | -9 | 0.1 | 0.2
CO[C@H]1[C@H](NC(=O)CSC)c2ccccc2C12CCN(Cc1ccccc1O)CC2
 : 8 | -3 | 0.0 | -0.5

New compounds follow
SMILES	TEAD-YAP inh	MITF primary	FBW7 act	GPR151 ag
COc1ccc(N(C(=O)c2ccn[nH]2)C(C(=O)NC(C)(C)C)c2ccc(F)cc2)cc1 (centres undefined)	4	10	-0.1	0.7
C=CCn1c(=O)c(CNCCc2n[nH]c(C)n2)cc2cc3c(cc21)CCC3	1	5	0.0	1.1
CCOC(=O)Nc1ccc(S(=O)(=O)Nc2ncccn2)cc1	10	0	0.2	-0.5
CN1CCN(CC(O)COCC2COc3ccccc3O2)CC1 (centres undefined)	-3	12	0.1	-1.3
COc1ccccc1/C=C/C(=O)N1CCCC(c2ccccc2)C1 (centres undefined)	-29	5	0.1	1.3
CCCNc1nc(SC)nc2c1cnn2CCNC(=O)CC	0	2	0.3	-1.3
Cn1c(=O)[nH]c(=O)c2c1nc(SCC(O)CO)n2CCCc1ccccc1 (centres undefined)	-8	10	0.8	-0.2
N#Cc1nc(-c2ccccc2Cl)oc1N1CCCC1	-57	5	0.2	0.6
COCc1ccc(CNc2nc(C)c(-c3ccn(-c4ccc(OC)cc4)n3)s2)o1	-3	1	-0.1	1.1
O=c1oc2ccccc2cc1-c1nnc(-c2ccncc2)o1	-13	-15	-0.1	-1.5
CCCc1nnc(NC(=O)CN2C(=O)CCC2=O)s1	7	-4	-0.1	0.6
Cc1cc(C)cc(-n2cnc3cc(C(=O)NCc4cccnc4)ccc32)c1	-26	-3	-0.1	-0.7
O=S(=O)(Cc1ccccc1)NCC1CCCN(Cc2cc3ccccc3o2)C1 (centres undefined)	4	10	-0.1	0.7
CC(=O)CCc1ccc(OCCCCn2cncn2)cc1	-13	-16	0.1	0.4
N#C/C(=N/Nc1cccc([N+](=O)[O-])c1)C(=O)c1ccc(Br)cc1	9	2	0.0	-1.1
O=C(Nc1ccc(NC(=O)C2CCCCC2)nc1)C1CCCCC1	-8	0	-0.1	-0.6
O=C(Nc1sc2c(c1C(=O)Nc1ccccc1)CCC2)c1cccnc1	3	-4	0.0	0.5
CC(C)c1ccccc1-n1cc[nH]c1=S	-10	10	0.0	2.7
COc1ccc(CCNC(=O)C23CCC(C)(C(=O)C2=O)C3(C)C)cc1OC (centres undefined)	9	-11	-0.1	0.2
COc1ccc(C(=O)C[n+]2cc(Br)cc3ccccc32)cc1[N+](=O)[O-]	0	8	0.0	0.0
COc1nc(N)nc(-c2ccccc2)n1	11	3	-0.1	-0.8
COc1ccc(/C(O)=C2/C(=O)C(=O)N(CCCN3CCOCC3)C2c2ccc(N(C)C)cc2)cc1 (centres undefined)	1	14	-0.1	1.3
N#CCCN(Cc1ccco1)C(=S)Nc1ccccc1	4	5	0.0	4.4
NC1c2ccccc2CCC1Cc1ccco1 (centres undefined)	6	12	0.1	-0.5
O=C(Nc1ccc(Cl)cc1Cl)C(=O)N1CCCCC1	-57	12	0.4	-0.3
CCC(C)(C)NC(=O)c1cc2sccc2n1C	-5	7	0.1	-0.6
CCCNC(=O)CC(NS(=O)(=O)c1ccc(NC(C)=O)cc1)C(C)C (centres undefined)	6	-1	-0.1	-1.7
O=C(CN(C(=O)c1csnn1)c1ccccc1)NC1CCCCC1	10	40	-0.1	0.8
Cc1ccc(-n2nc(C)c3c2OC(N)=C(C#N)C3c2cccs2)cc1 (centres undefined)	-6	22	0.0	-0.3
COc1cc(-c2c(C#N)c(N)nc(SCC(N)=O)c2C#N)cc(OC)c1OC	6	-6	0.4	0.0
CCOc1ccc(OCCn2ccnc2)cc1	3	31	0.0	-0.2
CC1CN(C=O)c2ccccc2NC1=O (centres undefined)	-6	4	0.2	-1.7
Cc1cc(S(=O)(=O)NC2CCCCC2)ccc1-n1cnnn1	9	-1	-0.3	0.5
Cc1cc(=O)[nH]c(N/N=C/C(C)c2ccccc2)n1 (centres undefined)	-4	-1	0.0	1.2
c1ccc2c(-c3nccc(NC4CC4)n3)csc2c1	-2	5	0.0	1.1
CCCN(Cc1cccs1)C(=O)Nc1ccccc1C	-3	0	0.0	2.4
COc1ccc(C2SCC(=O)N2Cc2ccccc2)cc1 (centres undefined)	3	12	-0.2	-0.5
COc1ccc(O)c(CN[C@H]2C[C@@H](C(=O)NC(C)C)N(Cc3cccc4ccccc34)C2)c1	-9	8	0.2	-0.5
COc1cc(C2NC(=S)NC(C)=C2C(=O)Nc2ccccc2)ccc1O (centres undefined)	4	1	-0.1	-0.9
CC(=O)n1c2ccc(F)cc2c2nc3ccccc3nc21	-15	10	0.1	-0.2
O=[N+]([O-])c1cccc(COC2=NS(=O)(=O)c3ccccc32)c1	2	15	0.0	0.7
Cc1n[nH]c(=O)nc1N/N=C/c1ccc(N(C)C)cc1	55*	10	-0.2	-6.9
CC(c1cccnc1)N(CCN(C)C)C(=S)Nc1ccccc1F (centres undefined)	2	-7	0.1	1.1
COc1ccc([N+](=O)[O-])cc1NS(=O)(=O)c1ccc(F)c(C(=O)O)c1	8	0	-0.1	3.0
Cc1nc(NC(=O)c2ccccc2[N+](=O)[O-])ccc1I	-34	9	0.1	-1.2
Cc1cccc(NC(=O)c2cc3c([nH]c4ccccc43)c(C)n2)c1C	-10	3	-0.2	-0.5
Cc1ccc2c(c1)cc(CN(CC1CCCO1)C(=O)NC1CCCCC1)c1nnnn12 (centres undefined)	-4	-3	0.1	3.0
Cc1cc(C)cc(OCC(O)CN2CCC(CN3C(=O)c4cccc5cccc(c45)C3=O)CC2)c1 (centres undefined)	9	16	-0.4	-1.2
COc1ccc(-n2nc3c(c2NC(=O)CC(C)C)CS(=O)(=O)C3)cc1	-9	28	-0.1	1.2
Cc1cc(C(=O)Nc2c(C)nn(Cc3ccc(F)cc3)c2C)on1	9	-2	0.2	-0.4
CC1CCCN(c2nc3c(c(=O)[nH]2)CCN(Cc2ccco2)C3)C1 (centres undefined)	4	4	0.5	1.8
O=C(O)CCC(=O)Nc1ccc(Cl)c([N+](=O)[O-])c1	0	10	0.2	-0.4
CCOCC(=O)Nc1ccc(OCC)cc1	-5	1	0.4	-0.2
Cn1c2c(c(=O)n(C)c1=O)CN(CCN1CCCCC1)CN2	10	-1	0.2	0.7
CCCCCOC(=O)C1C2C=CC3(CN(c4ccccc4C)C(=O)C13)O2 (centres undefined)	-7	4	-0.1	0.2
O=C(NCC1CCCN(CC#Cc2ccccc2)C1)c1cccs1 (centres undefined)	4	8	-0.1	0.7
CCOc1ccc(NC(=O)c2ccc(F)c(S(=O)(=O)NCC3CCCO3)c2)cc1 (centres undefined)	12	9	-0.1	-0.9
